Abeta rescue: qHTS for compounds that reverse cellular toxicity of Amyloid beta (A-beta) peptide in yeast: Primary Screen | actives 0.063% (n = 410,000) | Potency, µM (titrated, usually from 46.1 µM), for the others: at the highest dose growth rescue, most hits filed as activators | yeast expressing A-beta42, growth rescue, OD600, 48 h; response scale: 0% DMSO, 100% iron-clioquinol control; further: potency means the concentration at half of the fitted maximal effect; nearly all actives have a fitted effect of over 55% in size
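Yeast growth medium received pinned compounds, then yeast cells expressing toxic A-beta were added; plates incubated at 30 C for 48 hr. Growth read as absorbance at 600 nm, normalized to DMSO and equimolar FeCl3 plus clioquinol controls.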
Mm-Cpn inhibitor: Inhibitors of TCP-1 ring complex (TRiC) of Methanococcus maripaludis (MmCpn): qHTS. Chaperonin Mm-Cpn (Methanococcus maripaludis). actives 0.031% (n = 330,000). Potency, µM (top dose mostly 76.9 µM), for the others: top-dose activity, negative = inhibition, most hits filed as inhibitors. purified Mm-Cpn ATPase, ADP Transcreener TR-FRET. AID 504842, 2011; further: potency means the concentration at half of the fitted maximal effect; on the % scale 0 is the no-effect control and ±100 the full control effect; nearly all actives have a fitted effect of over 80% in size
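Measured: ADP formation by purified Mm-CPN. Conditions: 25 nM protein, 10 uM ATP, Tris pH 7.4 with Mg2+, K+ and DTT, 37°C for 30 min. Detection: Transcreener HTRF after 30 min at room temperature.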
PTHR1 agonist: qHTS for PTHR1 Agonists: Primary Screen | HEK293 GP2 PTHR1 cells, GloSensor cAMP luminescence, 1 h | Potency, µM (top dose mostly 115 µM), for the others: at the top dose activation, actives largely listed as activators | actives 0.075% (n = 410,000) | AID 743266, 2014; further: potency means the concentration at half of the fitted maximal effect; nearly all actives have a fitted effect of over 55% in size; some results filed as inactive show a strong effect at the top dose; inactives centre near -15; many of its hits are not listed in these tables
Target sequence (Q03431 whole entry, looked up): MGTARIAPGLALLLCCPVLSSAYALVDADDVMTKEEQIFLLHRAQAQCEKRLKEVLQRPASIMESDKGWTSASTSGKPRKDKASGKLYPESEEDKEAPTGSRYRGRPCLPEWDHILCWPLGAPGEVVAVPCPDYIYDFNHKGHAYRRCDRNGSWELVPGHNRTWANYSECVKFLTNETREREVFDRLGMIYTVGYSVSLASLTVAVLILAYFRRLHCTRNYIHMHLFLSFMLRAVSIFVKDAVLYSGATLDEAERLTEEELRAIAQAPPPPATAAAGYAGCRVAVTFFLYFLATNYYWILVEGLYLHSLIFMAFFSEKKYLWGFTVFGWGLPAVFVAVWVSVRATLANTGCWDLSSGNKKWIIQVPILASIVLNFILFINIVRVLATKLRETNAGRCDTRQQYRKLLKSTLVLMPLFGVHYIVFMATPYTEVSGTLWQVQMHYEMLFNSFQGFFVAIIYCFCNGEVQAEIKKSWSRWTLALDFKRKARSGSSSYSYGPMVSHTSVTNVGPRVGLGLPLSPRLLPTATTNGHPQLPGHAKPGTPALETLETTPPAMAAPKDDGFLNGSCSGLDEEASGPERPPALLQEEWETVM
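HEK-293-derived GP2 cells expressing PTHR1 and a GloSensor cAMP reporter, 3,000/well, plated overnight, given luciferin plus IBMX (each 0.5 mM as added) for 1 h at 37 °C, then compound for 1 h at 37 °C. Luminescence was read after 15 min at room temperature.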
GLP1R cytotox: qHTS of GLP-1 Receptor Inverse Agonists: Cytotox Screen; HEK293 cAMP-luciferase reporter cells, luminescence, 24 h; Potency, µM (top dose mostly 38.3 µM), inactives show top-dose activity change, negative = inhibition, usual class: inhibitors; actives 0.13% (n = 410,000); AID 624418, 2012;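 further: loss of luciferase light is scored as toxicity; potency means the concentration at half of the fitted maximal effect; on the % scale 0 is the no-effect control and ±100 the full control effect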
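Seeding density was 200 cells/uL; after overnight-length (12 h) culture, 23 nL compounds went on for 24 h at 37 °C. Readout used a luciferase detection reagent, luminescence taken after 12 min at room temperature.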
FUS suppressor: qHTS for Suppressors of FUS Proteinopathy: Primary screen using FUS-linked yeast assay | S. cerevisiae FUS-expressing, growth rescue, OD600, 24 h | actives 0.24% (n = 390,000) | Potency, µM (top dose mostly 76.6 µM), for the others: at the highest dose growth rescue (activation), usual class: activators;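 further: potency means the concentration at half of the fitted maximal effect; plate controls were DMSO vehicle for no effect and reference control for full effect; nearly all actives have a fitted effect of over 55% in size; some results filed as inactive show a strong effect at the top dose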
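Restored growth of FUS-toxic S. cerevisiae, read as 600 nm absorbance after 24 h at 30C in galactose medium (starting OD 0.005). Controls CP55940 and DMSO.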
Akt phos inh: HTS Assay for Inhibitors of Akt Phophorylation: Primary Screen | AID 651550, 2012 | Neuro2A IGF-stimulated pAkt S473 HTRF, 20 min; stronger effect = lower value | actives 0.32% (n = 360,000) | activity change, % for hits at 50 µM; in the data active means activity change below about -80%; inconclusive means mostly about -51% to -80%; further: on the % scale 0 is the no-effect control and ±100 the full control effect
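Neuro2A cells in DMEM with 0.5% FBS, overnight at 37 deg C, given compound at single 50 µM final, then IGF (6 nM final) for 20 min at 37 deg C. Lysed; phospho-Akt Ser473 by HTRF after 24 h, 665/615 ratio.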
aSyn rescue: qHTS of alpha-syn Inhibitors; Yeast expressing alpha-synuclein, growth rescue, BacTiter-Glo, 24 h; Potency, µM (series often up to 46.1 µM), for inactives: top-dose growth rescue (activation), hits mostly activators; actives 0.14% (n = 370,000); AID 652106, 2013; further: potency means the concentration at half of the fitted maximal effect; % of control where 0% means no effect; nearly all actives have a fitted effect of over 65% in size
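Rescue of yeast growth: cells expressing toxic alpha-synuclein, induced in galactose at OD600 0.02, incubated with compound 24 h at 30 C. ATP luminescence quantified growth; inhibitors of toxicity appear as activators.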
GLP1R inv ag: qHTS of GLP-1 Receptor Inverse Agonists (Inhibition Mode) | Glucagon-like peptide 1 receptor (Homo sapiens), P43220 | HEK293 GLP-1R CRE-luciferase, luminescence, 24 h; GLP-1R form is constitutively active | Potency, µM (titrated, usually from 38.3 µM), without a hit: at the highest dose activity change, negative = inhibition, hits mostly inhibitors | actives 1.6% (n = 410,000) | AID 624417, 2012; further: potency means the concentration at half of the fitted maximal effect; on the % scale 0 is the no-effect control and ±100 the full control effect; nearly all actives have a fitted effect of over 55% in size
Target sequence (P43220 whole entry, looked up): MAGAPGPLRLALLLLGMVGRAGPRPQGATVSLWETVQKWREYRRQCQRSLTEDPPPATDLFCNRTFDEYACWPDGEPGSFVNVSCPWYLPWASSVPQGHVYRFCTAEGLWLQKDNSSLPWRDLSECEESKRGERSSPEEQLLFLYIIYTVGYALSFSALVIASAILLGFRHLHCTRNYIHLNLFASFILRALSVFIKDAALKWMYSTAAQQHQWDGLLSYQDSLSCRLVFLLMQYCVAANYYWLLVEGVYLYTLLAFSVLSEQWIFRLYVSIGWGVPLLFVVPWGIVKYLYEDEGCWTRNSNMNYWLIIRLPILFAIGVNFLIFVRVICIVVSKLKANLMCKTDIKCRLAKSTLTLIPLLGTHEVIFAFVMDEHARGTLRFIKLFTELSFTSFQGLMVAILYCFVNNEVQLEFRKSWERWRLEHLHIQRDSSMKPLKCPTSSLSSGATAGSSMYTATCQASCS
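Stable HEK293 clone (constitutively active GLP-1R + cAMP-response luciferase); 200 cells/uL plated, 12 h pre-culture, compound 24 hr, 37 deg C/5% CO2; detection reagent 12 min RT; luminescence.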
TDP43 rescue: qHTS of TDP-43 Inhibitors; Potency, µM (titrated, usually from 46.1 µM), for inactives: at the top dose growth rescue (activation), most hits filed as activators; actives 1.8% (n = 410,000); AID 652104, 2013; TDP-43 expressing yeast growth rescue, BacTiter-Glo, 24 h; further: potency means the concentration at half of the fitted maximal effect; % of control where 0% means no effect; nearly all actives have a fitted effect of over 50% in size
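Yeast expressing TDP-43 (pregrown in raffinose, seeded at OD600=0.02 in galactose medium) exposed to compounds 24 hr at 30 deg C. Growth read by BacTiter-Glo luminescence; rescue of toxicity appears as increased signal.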
Active calls of the source: *; i = inactive; ? = inconclusive; / = not tested or not shown; & = joins results of further samples; [ ] = dose if it differs, or a comment. Unless noted, the call rests on the fitted dose curve; in most records, active means well fitted curve in the direction sought with a large enough effect; inconclusive means small, poorly fitted or top-dose-only effect, or another doubt; inactive means no such curve, though single readings can be large; an effect the other way counts as inactive or inconclusive. Some of the compounds tested; the hit share may differ from the screen's.

Molecule	Abeta rescue	Mm-Cpn inhibitor	PTHR1 agonist	GLP1R cytotox	FUS suppressor	Akt phos inh	aSyn rescue	GLP1R inv ag	TDP43 rescue
CN(C)P(=O)(N(C)C)N1CC1	-12%	/	-15%	-9%	-8%	i	1%	6%	-18%
O=c1cc(-c2ccc(O)cc2)oc2ccc(O)cc12	-19%	-4%	-25%	96%[activator]	1%	i	-15%	220%[activator]	-18%
CS(=O)(=O)c1ccc(C(=O)N2CCC(C(=O)O)(c3ccccc3)CC2)cc1	-1%	-1%	0%	3%	-6%	i	7%	2%	18%
COc1cccc(-n2c(C)nc3ccccc3c2=O)c1	-3%	1%	23%[57.5 µM]	29%	0%	i	2%	13%	-6%
O=c1c2ccccc2nc(/C=C/c2ccccc2)n1-c1ccc(O)cc1	0%	0%	-6%	-18%	21%	i	4%	5.6µM*	1%
CCC(=O)Nc1ccc(N2CCN(CC)CC2)c(Cl)c1	-1%	-3%	i	12%	/	i	0%	-11%	16%
O=c1[nH]c(=O)n(C2CCCCCC2)c(O)c1C=NCC1CCCO1 (stereo unspecified)	-3%	-1%	-3%[57.5 µM]	-16%	-3%	i	-1%	-8%	-18%
O=P(Oc1ccc(Cl)cc1)(N1CC1)N1CC1	12%	/	i	-2%	-9%	i	6%	14%	3%
NP(=O)(OCC(F)(F)F)Oc1cccc2ccccc12 (stereo unspecified)	-10%	0%	-10%	2%	-8%	i	-6%	18%	-5%
CC(=O)N1CCN(CC(=O)Nc2ccc(C#N)c(Cl)c2)CC1	3%	-1%	i	-6%	-23%	i	2%	21%	-8%
CC(=O)NCC1=C(c2ccc3ccccc3c2)C[C@@H]2CC[C@H]1N2Cc1ccco1	0%	/	-15%	-7%	1%	i	-5%	-25%	16%
CC1(C)C(C=C(Cl)Cl)C1C(=O)OCc1cccc(Oc2ccccc2)c1 (stereo unspecified)	-7%	1%	-17%	5%	-32%	i	-1%	-6%	29%
O=C(C1CC(c2ccccc2O)=NO1)N1CCC2(CC1)OCCO2 (stereo unspecified)	13%	0%	-12%[57.5 µM]	6%	11%	i	0%	?	-11%
CCCCCCn1c(=O)c(C(=O)Nc2cccc(C)n2)c(O)c2ccccc21	1%	2%	i	1%	-13%	i	-4%	11%	5%
CN1C(=O)C(=Cc2ccccc2OCCOc2ccc([N+](=O)[O-])cc2)C(=O)N(C)C1=O	-16%	-9%	-17%	-29%	11%	i	-34%[inhibitor]	?	-72%[inhibitor]
Cc1ccc(-c2nn(CCC(=O)Nc3ccc(OC(F)(F)F)cc3)c(=O)c3ccccc23)cc1	-18%	/	-47%[inhibitor]	3%	-21%	/	3%	3%	-15%
CCCC(C)(COC(N)=O)COC(=O)NC(C)C (stereo unspecified)	-9%	-2%	i	-4%	-40%	i	2%&-5%	13%	5%
CCOP(=O)(OCC)C(O)c1ccc(OC)cc1OC (stereo unspecified)	9%	0%	-23%	?	/	i	2%	10%	15%
CCOC(=O)C1=C(N)Oc2cc(C)oc(=O)c2C12C(=O)N1c3c(cccc32)C(C)CC1(C)C (stereo unspecified)	-3%	/	i	-5%	24%	/	1%	0%	-37%[inhibitor]
O=C1NC(=O)C(Sc2ccccc2[N+](=O)[O-])C(=O)N1	20%	-6%	i	-14%	8%	i	6%	12%	-17%
COC(=O)CSC1=NP(=S)(SCC(=O)OC)N2CCCC2=C1C#N (stereo unspecified)	5%	-2%	i	-8%	16%	i	2%	4%	3%
Cc1ccc(N)c(N)c1	-16%	1%	-39%[inhibitor]	-3%	-20%	i	-13%	?	?
C=CC[C@@H](CC(=O)N(CCO)Cc1ccccc1)C(=O)NC[C@H](OC(=O)[C@@H](CC=C)CC(=O)OC(C)(C)C)c1ccccc1	2%	2%	-35%[inhibitor]	-62%	?	i	-4%	?	1%
CC[N+]12CCC(CC1)C(C(O)(c1ccccc1)c1ccccc1)C2 (stereo unspecified)	-6%	-1%	-20%	5%	-33%	i	-4%	?	4%
COC(=O)c1cn(CCOc2ccccc2)c2ccccc12	?	1%	-11%	12%	17%	i	16%	?	?
CCOC(=O)N1CCN(CC(O)COCCC23CC4CC(CC(C4)C2)C3)CC1 (stereo unspecified)	1%	0%	-24%	3%	-7%	i	-14%	?	7%
CN1C(=O)NC(=O)/C(=C/c2ccc([N+](=O)[O-])o2)C1=O	-40%[inhibitor]	-11%	i	?	12%	i	-6%	-7%	15%
O=C1NC(=O)N(C2CCCCC2)C(=O)C1C1c2ccccc2C(=O)N1Cc1ccccc1 (stereo unspecified)	-8%	-1%	i	-5%	-11%	i	-10%	14%	8%
COc1ccc2c(c1)NP(=S)(Oc1ccccc1)N2 (stereo unspecified)	-14%	-2%	-2%	-8%	16%	i	5%	75%[activator]	26%
O=c1[nH]c(=O)n(-c2ccccc2)c(O)c1N=Nc1ccc(Br)cc1	-13%	-2%	-3%	?	-4%	i	1%	10%	13%
N#CCP(=S)(c1ccccc1)c1ccccc1	-5%	0%	-2%	-5%	/	i	1%	-7%	12%
O=C1NCN(c2ccccc2)C12CCN(C(c1ccnc3ccccc13)c1nnnn1-c1ccc3c(c1)OCCO3)CC2 (stereo unspecified)	18%	/	-12%	-20%	?	i	-3%	-28%	6%
COc1ccc(-c2nn(CCC#N)cc2C(=O)NCc2ccccc2)cc1OC	-9%	2%	i	3%	12%	i	-4%	8%	-13%
Cc1oc2cc3oc(=O)c(CCC(=O)N4CCCCC4)c(C)c3cc2c1C	-32%	/	-50%[inhibitor]	-25%	10%	/	/	22%	20%
CN1CCN(C(=O)COc2ccc(S(=O)(=O)Nc3ccc(F)cc3)cc2)CC1	6%	-1%	i	-2%	7%	i	1%	?	-13%
CN1CCCC2c3ccccc3CCC21 (stereo unspecified)	5%	/	i	1%	-10%	i	-10%	11%	21%
COc1ccc(CCNCc2ccc(F)cc2)cc1OC	5%	1%	-10%[57.5 µM]	-14%	6%	i	2%	-44%	-5%
Cc1ccc2nc(NNC(=O)c3ccc(S(=O)(=O)N4CCc5ccccc5C4)cc3)sc2c1	13%	1%	-12%	?	?	i	?	?	8.9µM*
O=C1NC(=O)C2(CCCC2)C(=O)N1	-1%	/	-12%	-5%	-13%	i	-4%	-11%	-15%
CCCCn1c(O)c(C(C)=NCCCn2ccnc2)c(=O)[nH]c1=O	3%	0%	i	4%	-2%	i	0%	3%	-12%
O=C(CCc1ccccc1)N1Cc2cc(N3CCCCC3)ccc2-n2nncc2C1	-16%	/	-11%	-3%	?	i	?	18%	?
CC(=NCCC1=CCCCC1)c1c(O)[nH]c(=O)[nH]c1=O	9%	-1%	-3%[57.5 µM]	3%	17%	-121%*	2%	6%	10%
COC(=O)C1=C(c2ccc(S(C)(=O)=O)cc2)C[C@@H]2CC[C@H]1N2C(=O)N1CCC(O)CC1	-1%	/	i	-7%	-16%	i	-3%	1%	7%
COCCCNC(=S)NCCCNc1nc2cc(C)cc(C)c2cc1C#N	24%	1%	-6%	-2%	31%	i	-1%	11µM*	-12%[0.397 µM]
Cc1ccc(OCCOc2cccc(C=C3C(=O)NC(=O)NC3=O)c2)cc1	7%	2%	i	-14%	-17%	i	4%	?	30%
O=C(CCl)NN=C(c1ccccc1)c1ccccc1	-20%	-1%	i	-2%	-8%	i	-8%	2%	?
COCCNc1oc(-c2ccc(OC)cc2)nc1C#N	6%	/	-38%[inhibitor]	-3%	4%	/	/	17%	?
CC(=O)Nc1cnc(-c2ccccc2O)cn1	-7%	/	i	-5%	-22%	i	-5%	?	20%
CC1CN=C(NCc2ccccc2Cl)S1 (stereo unspecified)	-7%	-1%	-12%	-4%	-19%	i	-5%	-27%	9%
CC(C)CN(CC(C)C)c1ccc(C=C2C(=O)NC(=S)NC2=O)cc1[N+](=O)[O-]	6%	-4%	-24%	-11%	/	i	16%	?	-9%
CC(C)COc1ccc(Cc2c(O)[nH]c(=S)[nH]c2=O)cc1	23%	-1%	-3%	6%	20%	i	2%	3%	1%
Cc1cccn2c(=O)c3c(nc12)N1CCc2ccccc2C1C1(C3)C(=O)NC(=O)N(C)C1=O (stereo unspecified)	-5%	0%	-21%[57.5 µM]	2%	24%	i	2%	7%	2%
Nc1ncn[nH]1	4%	/	i	-1%	11%	i	-8%	6%	7%
COc1ccc(CCNCc2ccc(SC)cc2)cc1	-1%	1%	i	4%	0%	i	-2%	-18%	-12%
Oc1ccc(Cl)cc1	-9%	-1%	-15%	5%	-28%	i	1%	4%	17%
O=c1[nH]c(=S)n(Cc2ccco2)c(O)c1C=NCc1cccs1	-2%	2%	-62%[inhibitor]	17%	?	i	2%	4%	5%
